MBNL1 CUG block: qHTS Assay for Inhibitors of MBNL1-poly(CUG) RNA binding | Muscleblind-like protein 1 (Homo sapiens), Q9NR56 | TR-FRET MBNL1-His/biotin-(CUG)12 binding, 665/545 ratio | Potency, µM (series often up to 57.5 µM), for inactives: at the highest dose activity change, negative = inhibition, hits mostly inhibitors | 0.036% of 280,000 active | AID 2675, 2010; active = well fitted inhibition curve with a large enough effect in the signal ratio, with a control signal flat, not every such curve was filed as active; inconclusive = small, poorly fitted or top-dose-only effect, or effect the other way, or a change in a side signal; inactive = no such curve, though single readings can be large or run the other way; the % refers to the signal ratio; also: potency is read from the fitted curve at half-maximal effect; % is scaled to controls: 0 for no effect and ±100 for the full control effect
Target sequence (Q9NR56 whole entry, looked up): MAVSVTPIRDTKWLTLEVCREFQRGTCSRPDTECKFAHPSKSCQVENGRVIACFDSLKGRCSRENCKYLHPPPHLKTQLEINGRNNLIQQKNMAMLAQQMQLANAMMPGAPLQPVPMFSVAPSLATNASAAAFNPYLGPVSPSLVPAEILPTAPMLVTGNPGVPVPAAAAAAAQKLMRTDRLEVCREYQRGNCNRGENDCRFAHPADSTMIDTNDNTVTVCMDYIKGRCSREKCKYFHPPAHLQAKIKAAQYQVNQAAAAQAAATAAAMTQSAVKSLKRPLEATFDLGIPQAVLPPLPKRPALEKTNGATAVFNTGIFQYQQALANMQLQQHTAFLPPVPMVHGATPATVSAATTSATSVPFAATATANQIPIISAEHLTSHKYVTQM
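Ratiometric TR-FRET (665 over 545 nm, excitation 340 nm) tracks disruption of MBNL1-His/biotin-(CUG)12 complex after 60 min at room temperature, with compounds at 92 nM to 58 uM final.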
ASM inhibitor: Inhibitors of Secretory Acid Sphingomyelinase (S-ASM): qHTS | Sphingomyelin phosphodiesterase (Homo sapiens), P17405 | placental ASM, HMU-PC fluorogenic substrate, 60 min | Potency, µM (highest dose often 57.5 µM), for inactives: at the top dose activity change, negative = inhibition, usual class: inhibitors | 0.006% of 340,000 active | AID 504937, 2011; also: potency is read from the fitted curve at half-maximal effect
Target sequence (P17405 47-631 limits assumed): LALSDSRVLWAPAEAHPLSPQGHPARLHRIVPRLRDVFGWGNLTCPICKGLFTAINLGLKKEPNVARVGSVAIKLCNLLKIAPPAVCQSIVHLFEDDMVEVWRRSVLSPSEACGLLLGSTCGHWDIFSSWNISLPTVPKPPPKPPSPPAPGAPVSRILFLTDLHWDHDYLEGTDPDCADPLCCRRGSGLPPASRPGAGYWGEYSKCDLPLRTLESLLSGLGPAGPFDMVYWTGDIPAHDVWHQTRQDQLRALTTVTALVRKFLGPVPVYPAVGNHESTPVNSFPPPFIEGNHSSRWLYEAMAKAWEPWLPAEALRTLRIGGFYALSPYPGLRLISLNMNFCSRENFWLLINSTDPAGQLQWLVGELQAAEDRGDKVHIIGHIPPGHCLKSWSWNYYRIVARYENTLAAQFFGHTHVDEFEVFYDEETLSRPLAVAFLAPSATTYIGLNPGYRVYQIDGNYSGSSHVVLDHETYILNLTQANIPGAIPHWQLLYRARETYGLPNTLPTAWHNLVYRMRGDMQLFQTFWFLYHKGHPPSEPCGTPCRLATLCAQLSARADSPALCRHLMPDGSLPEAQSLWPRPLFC
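Human placenta-derived ASM preincubated with compound 10 min at room temperature, then reacted with 9 uM (final) fluorogenic HMU-PC substrate for 60 min at 37 C. Stop solution raises pH to 10; fluorescence read at Ex 386/Em 447 nm.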
Menin MLL FP TR: qHTS Assay for Inhibitors Targeting the Menin-MLL Interaction in MLL Related Leukemias: Competition With Texas Red Labeled MLL-derived Mutant Peptide. O00255. Menin + Texas Red MLL mutant peptide, fluorescence polarization. Potency, µM (top dose mostly 61.6 µM), inactives show at the highest dose FP activity change, negative = inhibition, hits mostly inhibitors. 0.23% of 270,000 active; active = well fitted inhibition curve with a large enough effect in the polarisation, with a control signal flat, not every such curve was filed as active; inconclusive = small, poorly fitted or top-dose-only effect, or effect the other way, or a change in a side signal; inactive = no such curve, though single readings can be large or run the other way; the % refers to the polarisation; also: potency is read from the fitted curve at half-maximal effect; % of control where 0% means no effect; many of its hits are not listed in these tables
Integrin act MD: qHTS for Activators of Integrin-Mediated Alleviation for Muscular Dystrophy; alpha7betagal myoblasts, beta-gal FDG fluorescence, 48 h; Potency, µM (top dose mostly 38.3 µM), for inactives: top-dose activation, hits mostly activators; 0.064% of 350,000 active;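 also: potency is read from the fitted curve at half-maximal effect; 100% = response of the positive control SU9516; nearly all actives have a fitted effect of over 60% in size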
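alpha7betagal+/- myoblasts (passage 13, 250/well) treated 48 h at 37C with compounds at 1:260 dilution of DMSO stock. Lysed, then beta-galactosidase activity read as FDG fluorescence (ex 480/em 540) after 30 min, with pre-read for autofluorescence.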
Mito fusion yeast: qHTS Assay for Small Molecule Inhibitors of Mitochondrial Division or Activators of Mitochondrial Fusion | S. cerevisiae fusion-defective mutant growth rescue, CellTiterGlo 48 h | Potency, µM (highest dose often 46.1 µM), inactives show at the highest dose growth rescue (activation), usual class: activators | 0.23% of 320,000 active | AID 485298, 2010;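 also: potency is read from the fitted curve at half-maximal effect; % of control where 0% means no effect; nearly all actives have a fitted effect of over 45% in size; temperature-sensitive fusion mutants such as fzo1-1 at 37 °C on non-fermentable ethanol glycerol medium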
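Temperature-sensitive fusion-defective S. cerevisiae (e.g. fzo1-1, mgm1-5) were grown with compound in YPEG medium (3% ethanol, 3% glycerol) for 48 hours at 37C. Growth rescue was measured as viability by CellTiterGlo luminescence after 10 minutes at ambient.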
TSHR antagonist: Antagonists of the Thyroid Stimulating Hormone Receptor: HTS campaign; AID 504810, 2011; 0.2% of 330,000 active; Thyrotropin receptor (Homo sapiens), P16473; TSHR-expressing cells, TSH-stimulated cAMP HTRF, 2 h; hits give low values; activity change, negative = inhibition, % at 11.5 µM;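 active = activity change below a set negative limit, meaning inhibition stronger than a set level, cut at about -70% in these data; inconclusive = activity change between two set negative limits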; also: % is scaled to controls: 0 for no effect and ±100 for the full control effect
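TSHR-expressing cells, 200/well, pre-treated with compound, then stimulated with EC80 TSH (4nM final) for 2 hours at 37 deg C. cAMP measured by competitive HTRF: anti-cAMP cryptate antibody in lysis buffer plus cAMP-d2, read after 30 minutes at room temperature.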
A-T KAP1 phos: qHTS Assay for Identifying a Potential Treatment of Ataxia-Telangiectasia | […] A-T fibroblasts, KAP-1 phosphorylation AlphaLISA; neocarzinostatin DNA damage 30 min before lysis | Potency, µM (series often up to 57.5 µM), without a hit: top-dose activation, actives largely listed as activators | 0.19% of 320,000 active; also: potency is read from the fitted curve at half-maximal effect; % of control where 0% means no effect; nearly all actives have a fitted effect of over 45% in size
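hTERT-immortalized A-T patient fibroblasts ([…]), 500 cells/well in OPTI-MEM, 1% FBS, got compounds for 60 min, then NCS for 30 min at 37C. Lysates were then assayed for phospho-KAP-1 by AlphaLISA (anti-pKAP1 donor, anti-KAP1 acceptor beads), 6 hr at 25C.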
PTAP TSG101 blk: qHTS Assay for Iinhibitors of HIV-1 Budding by Blocking the Interaction of PTAP/TSG101 | Fluorescence polarization, FITC-PTAP peptide / Tsg101 binding | Potency, µM (doses to about 115 µM), for inactives: at the highest dose activity change, negative = inhibition, usual class: inhibitors | 340,000 tested, under 10 active; active = well fitted inhibition curve with a large enough effect in the main read-out, with a control signal flat, not every such curve was filed as active; inconclusive = small, poorly fitted or top-dose-only effect, or effect the other way, or a change in a side signal; inactive = no such curve, though single readings can be large or run the other way; also: potency is read from the fitted curve at half-maximal effect; % of control where 0% means no effect
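FP read-out: FITC-PTAP peptide, 50 nM final, binding Tsg101 binding domain, 10 uM final; 20 min, r.t.; 10 mM HEPES pH 7.5, 0.15 M NaCl, 0.01% Tween 20, 3 mM EDTA, 0.1 mM TCEP.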
MLL CXXC-DNA inh: qHTS Fluorescence Polarization Assay for Inhibitors of MLL CXXC domain - DNA interaction. Histone-lysine N-methyltransferase 2A (Homo sapiens), Q03164. MLL-CXXC / FITC-HOXA9 DNA fluorescence polarization. Potency, µM (highest dose often 115 µM), inactives show at the highest dose activity change, negative = inhibition, usual class: inhibitors. 0.037% of 290,000 active. AID 2662, 2010; active = well fitted inhibition curve with a large enough effect in the polarisation, with a control signal flat, not every such curve was filed as active; inconclusive = small, poorly fitted or top-dose-only effect, or effect the other way, or a change in a side signal; inactive = no such curve, though single readings can be large or run the other way; the % refers to the polarisation; also: potency is read from the fitted curve at half-maximal effect
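Steps: dispense CXXC domain solution (7 uM) → pin compounds or unlabeled HOX-A9 DNA control → 5 min ambient → add FLSN-HOX-A9 solution (50 nM) → spin → 30 min ambient → fluorescence polarization. Tris pH 7.5/NaCl/DTT/BSA buffer.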
TCR activator: Activators of T cell receptors: qHTS campaign; Potency, µM (titrated, usually from 9.22 µM), inactives show at the top dose activation of IL-2 secretion, usual class: activators; AID 504894, 2011; 330,000 tested, under 10 active; primary human leukocytes, anti-CD3, IL-2 HTRF, 48 h; also: % of control where 0% means no effect
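IL-2 produced over 48 hr by a-CD3 bead-stimulated primary human leukocytes exposed to compounds was detected with a homogeneous time-resolved FRET immunoassay, 665nm acceptor signal after 320nm excitation.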
The depositor's hits bear a star; i = inactive; ? = inconclusive; . = not tested or not shown; [ ] = dose if it differs, or a comment. Unless noted, calls follow the shape of the dose curve; as a rule, active = well fitted curve in the direction sought with a large enough effect; inconclusive = small, poorly fitted or top-dose-only effect, or another doubt; inactive = no such curve, though single readings can be large; an effect the other way counts as inactive or inconclusive.

molecule	MBNL1 CUG block	ASM inhibitor	Menin MLL FP TR	Integrin act MD	Mito fusion yeast	TSHR antagonist	A-T KAP1 phos	PTAP TSG101 blk	MLL CXXC-DNA inh	TCR activator
COc1ccc(CN2CCN(C(=O)c3cc(OC)c(OC)c(OC)c3)CC2)cc1OC	0%	1%	1%	-59%[inhibitor]	-3%	-11	1%	-5%	-2%	2%[46.1 µM]
Cc1ccc(NC(=O)COC(=O)CCc2ccccc2)c(Cl)c1	-4%	-1%	?	-5%	-15%	1	11%	-13%	2%	3%
O=C(N/N=C/c1ccsc1)c1ccccn1	16%	7%	-1%	11%	11%	8	2%	-14%	-7%	9%
CCOC(=O)c1c(C)n2c3c(cc(C)cc13)CCC2	-7%	-5%	?	14%	2%	-37	33%	-3%	-4%	5%
O=C(Nc1ccc(Cl)cc1)OCc1cn(-c2ccccc2)nn1	-6%	-2%	?	4%	-2%	-2	-1%	4%	8%	6%
Cc1cc(NC(=O)C2CCCC2)nc2c1c(=O)oc1ccccc12	-2%	-18%	8%	4%	15%	-21	1%	-3%	1%	7%
Fc1ccc(-c2csc3[n+]2CCS3)cc1	-16%	0%	4%	3%	6%	-4	-2%	-5%	-3%	-2%[46.1 µM]
CCCN(CC(=O)Nc1ccc(C)cc1Br)CC(=O)Nc1ccc(F)c(F)c1F	8%	-4%	3%	-23%	?	20	-10%	-2%	-4%	-5%[46.1 µM]
O=C(NCC(=O)N1CC=C(c2ccccc2)CC1)c1ccc(OC(F)F)cc1	.	-1%	.	-21%	.	.	23%	4%	.	0%
COc1cc(C(=O)Nc2nc(OC)c(-c3ccccc3)c(OC)n2)cc(OC)c1OC	-2%	-9%	6%	0%	-5%	-11	4%	0%	1%	-3%
C/C(=N\NC(=O)c1cccc(S(=O)(=O)N2CCCC2)c1)c1ccc(C)cc1	.	1%	.	8%	1%	0	1%	-1%	.	-1%
CCOc1ccc(NC(=O)COC(=O)c2cc([N+](=O)[O-])ccc2N2CCOCC2)cc1	.	-14%	.	1%	-4%	.	-12%	-1%	.	3%
CC(C(=O)N1CCc2ccccc21)N(C)CC(=O)Nc1ccc(F)cc1 (configuration not stated)	.	2%	.	6%	6%	9	1%	2%	.	9%
O=C(NCCCN1CCCC1)c1ccc2c(c1)N(Cc1ccccc1)CCS2	13%	.	.	-70%[inhibitor]	8%	-5	-42%	-11%	-14%	-27%
CSc1ncc(C(C)=O)c(C)n1	-2%	3%	-8%	-25%	-4%	-3	5%	-3%	9%	-2%
O=C(c1ccccc1)N1CCN(c2ncccn2)CC1	3%	2%	6%	-3%	1%	46	-10%	0%	19%	.
Cc1ccc(S(=O)(=O)Cc2c(C)noc2C)cc1	3%	1%	1%	1%	-2%	1	8%	-7%	-6%	5%
CCC(=O)Nc1nc(N)n(-c2ccccc2)n1	-2%	-2%	-1%	-18%	-2%	-13	1%	-12%	-1%	3%
CC(C)[C@H](N)c1nnc(SC/C=C/c2ccccc2)o1	-11%	-2%	19%	19%	-2%	3	-3%	0%	12%	0%
Cc1cc(C(=O)Nc2c(F)cc(F)cc2Br)no1	-2%	4%	-8%	?	-2%	-5	-9%	1%	1%	-6%
CC(=O)c1cc(F)c(N2CCCC2)cc1C	6%	1%	-5%	2%	5%	0	7%	0%	6%	8%
Cc1nnc2n(-c3ccccc3)c(=O)c3ccccc3n12	.	3%	.	10%	.	.	.	-6%	.	-4%
CCCc1ccc(-c2cc(C(=O)Nc3ccc([N+](=O)[O-])cn3)c3ccccc3n2)cc1	11%	-6%	25%	20%	4%	-5	-6%	2%	7%	9%[46.1 µM]
O=S(=O)(Nc1cccc(-n2cnnn2)c1)c1ccc(Cl)nc1	-1%	-2%	.	21%	5%	2	3%	-7%	7%	4%
O=C(CCNS(=O)(=O)c1ccccc1)OCc1nnc(-c2ccccc2)o1	.	0%	.	24%	3%	-6	8%	0%	.	8%
Cc1ccc(NC(=O)Cc2ccc(-n3cccc3)cc2)c(C)c1	-10%	0%	-5%	6%	0%	3	-1%	0%	0%	-2%[46.1 µM]
Cc1cccc(-n2c(SCC(=O)Nc3nonc3C)nnc2-c2ccoc2C)c1	-6%	1%	-20%	0%	0%	8	-1%	-9%	-1%	2%
C/C(CC(=O)Nc1ccc([N+](=O)[O-])cc1)=N/NC(=O)C1CC12CCC2 (configuration not stated)	?	0%	-1%	-2%	6%	1	-2%	-3%	9%	-6%
CN(C(=O)c1ccc2nccnc2c1)C1CCCCC1	.	0%	.	12%	3%	7	-3%	-2%	-7%	2%
O=C(NCc1ccccc1CN1CCCC1)c1cccc(S(=O)(=O)Nc2ccc(F)cc2)c1	.	2%	.	-13%	-1%	11	5%	-5%	.	.
COc1ccc(CCC(=O)Nc2ccc3c(c2)OCCO3)cc1	-2%	-1%	19%	-9%	-3%	12	0%	-9%	-7%	-5%
Cc1ccc(S(=O)(=O)N2CCc3ccccc3CC2)cc1	.	-1%	.	-7%	.	.	.	-6%	.	1%
CCOC(=O)C(Cc1c(F)cccc1F)(NC(C)=O)C(=O)OCC	-11%	0%	-2%	43%[7.66 µM]	2%	-8	0%	-2%	-1%	2%
Cc1ccc(C(=O)NCC(=O)OC(C)C(=O)Nc2ccc(N(C)C)cc2)s1 (configuration not stated)	-5%	5%	-6%	4%	1%	-7	1%	-1%	19%	5%
O=C(c1ccc(Cn2cnnn2)cc1)N1CCCC(Nc2ccc(F)cc2)C1 (configuration not stated)	2%	2%	3%	16%	0%	6	?	-2%	-10%	.
O=C(NCc1ccccc1)c1cc2ccc(O)cc2oc1=O	?	i	6%	0%	-20%	4	43%	0%	-7%	.
CCOC(=O)C1(CCc2ccccc2)CCN(C(=O)CCc2cnn(C)c2)CC1	2%	2%	-11%	0%	2%	-8	2%	-10%	3%	-4%
COc1ccc(NC(=O)COc2ccc(/C=N/NC(=O)c3cccnc3)cc2OC)cc1	.	3%	5%	-1%	0%	-5	19%	-3%	0%	0%[46.1 µM]
O=C(O)CCc1ncc(C(F)(F)F)cc1Cl	0%	6%	2%	0%	-1%	-6	-1%	-7%	5%	0%
Fc1ccc(Oc2ccnc(Cl)n2)c(Cl)c1	.	1%	.	-5%	.	.	.	-1%	.	2%
COc1ccc(OC)c(NC(=O)CNC(=O)Cn2c(C)cc3ccccc3c2=O)c1	-6%	0%	5%	-17%	0%	-10	2%	-11%	20%	-6%
Cc1cc(Br)ccc1SCC(=O)OC/C(O)=C(\C#N)c1nc2ccccc2[nH]1	-7%	-2%	.	-24%	0%	1	-7%	11%	15%	-3%
CC(C)(C)C(=O)Nc1nnc(SCC(=O)NC2CCCC2)s1	-5%	0%	-24%	1%	-4%	9	9%	-3%	-3%	-8%
O=S(=O)(NCCc1csc(-c2ccc(C(F)(F)F)cc2)n1)c1ccc2c(c1)OCCO2	?	-4%	7%	0%	?	-9	-1%	-5%	4%	6%
Cc1cccc(C(C)C)c1NC(=O)c1cccnc1	-3%	4%	-22%	-14%	5%	2	0%	-3%	-5%	-7%
Cc1ccc(-c2nnc3n2N=C(c2ccccc2Br)CS3)cc1	1%	?	?	-16%	6%	-11	4%	-8%	4%	-5%
COc1cc(CO)c(Br)cc1OCC(=O)Nc1ccccc1C	?	1%	-7%	-12%	-1%	13	12%	-4%	14%	-1%
CC(=O)c1cccc2c(O)c(C3=Nc4ccccc4C3=O)[nH]c12	?	-15%	?	-5%	7%	1	.	-6%	?	0%[46.1 µM]
COc1cccc(N2CCN(C(=O)Cn3c(=O)oc4ccccc43)CC2)c1	-14%	0%	4%	4%	-2%	-2	-3%	0%	1%	-2%

Assay outcomes as filed in PubChem BioAssay.

Not all compounds are listed; rates above refer to the full screens.
